From PubChem
FLuc inh: inhibitors of firefly (Photinus pyralis) luciferase | P08659 | purified P. pyralis luciferase, luminescence, biochemical | Potency, µM (series often up to 115 µM), without a hit: at the top dose activity change, negative = inhibition, hits mostly inhibitors | hit rate 2.5% among 76,000; also: potency is read from the fitted curve at half-maximal effect; nearly all actives have a fitted effect of over 65% in size
Target sequence (P08659 whole entry, looked up): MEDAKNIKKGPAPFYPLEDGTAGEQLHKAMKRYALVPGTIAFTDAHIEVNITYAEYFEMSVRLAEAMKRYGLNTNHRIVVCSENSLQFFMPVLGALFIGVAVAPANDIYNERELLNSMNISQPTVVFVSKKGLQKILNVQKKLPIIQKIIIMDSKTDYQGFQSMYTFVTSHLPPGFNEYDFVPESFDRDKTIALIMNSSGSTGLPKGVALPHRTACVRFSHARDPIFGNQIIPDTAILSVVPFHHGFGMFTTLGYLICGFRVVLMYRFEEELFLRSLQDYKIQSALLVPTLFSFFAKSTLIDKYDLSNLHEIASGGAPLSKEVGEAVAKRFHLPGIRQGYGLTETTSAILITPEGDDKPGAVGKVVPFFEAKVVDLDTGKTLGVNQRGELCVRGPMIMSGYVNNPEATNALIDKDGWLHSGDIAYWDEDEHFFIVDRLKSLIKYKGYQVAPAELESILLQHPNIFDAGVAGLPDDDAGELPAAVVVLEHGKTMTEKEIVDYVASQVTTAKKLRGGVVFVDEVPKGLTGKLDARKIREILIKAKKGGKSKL
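Luminescence read by CCD imager after adding enzyme (10nM final) to wells holding compound, titrated in qHTS. Substrates 10uM each D-luciferin and ATP; buffer 50mM Tris acetate pH 7.5, 10mM Mg acetate, Tween-20, BSA.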
SNCA expr inhib: inhibitors of alpha-synuclein (SNCA) gene expression; HEK-293 SNCA-luciferase knock-in, luminescence, 24 h; Potency, µM (highest dose often 57.2 µM), without a hit: at the top dose activity change, negative = inhibition, usual class: inhibitors; hit rate 0.17% among 140,000;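 also: potency is read from the fitted curve at half-maximal effect; plate controls were DMSO cells for no effect and cell-free wells for full effect; nearly all actives have a fitted effect of over 45% in size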
IP6K1 inh: IP6K1 kinase inhibition. IP6K1 kinase, ADP-Glo luminescence, 2 h; hits give low values. activity change, % (series mostly up to about 58 µM). hit rate 0.81% among 140,000. AID 1645851; in the data active = activity change below about -25%
Target sequence (Q92551 whole entry, looked up): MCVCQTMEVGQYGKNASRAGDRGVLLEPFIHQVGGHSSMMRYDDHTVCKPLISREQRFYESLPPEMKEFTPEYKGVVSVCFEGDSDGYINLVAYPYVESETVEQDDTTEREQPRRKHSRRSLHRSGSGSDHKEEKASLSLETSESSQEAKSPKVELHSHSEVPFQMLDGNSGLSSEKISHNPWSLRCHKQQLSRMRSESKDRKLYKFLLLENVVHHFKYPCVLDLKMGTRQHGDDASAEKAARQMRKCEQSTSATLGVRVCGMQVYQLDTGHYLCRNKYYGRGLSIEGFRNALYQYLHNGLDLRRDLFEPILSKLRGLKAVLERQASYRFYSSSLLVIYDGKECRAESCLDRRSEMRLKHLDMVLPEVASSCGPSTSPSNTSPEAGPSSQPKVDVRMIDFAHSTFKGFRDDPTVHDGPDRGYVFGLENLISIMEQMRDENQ
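ADP-Glo luminescence measures ADP made by human IP6K1 during a 2 h RT reaction with ATP/IP6 (mix at 1.3 mM/130 uM); top library doses 57.5 and 19.1 uM final.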
HEK293 tox: HEK 293 cell cytotoxicity. HEK 293 viability, ATP luminescence (CellTiter-Glo), 48-72 h. Potency, µM (doses to about 115 µM), for the others: at the highest dose activity change, negative = cytotoxicity, most hits filed as inhibitors. hit rate 6.6% among 94,000. AID 1345083; also: potency is read from the fitted curve at half-maximal effect; nearly all actives have a fitted effect of over 60% in size
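250 HEK 293 cells/well; compound by pintool; incubated 48 or 72 hr at 37 degree Celsius; CellTiter-Glo added, 10 min RT, luminescence imaged.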
SNCA viab count: counter-screen for SNCA expression inhibitors: cell viability. HEK-293-SNCA-luc viability, GF-AFC fluorescence, 24 h. Potency, µM (series often up to 57.1 µM), for inactives: at the highest dose activity change, negative = cytotoxicity, usual class: cytotoxic. hit rate 0.12% among 150,000;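 also: potency is read from the fitted curve at half-maximal effect; 0% = DMSO-treated cells and -100% = medium-only wells without cells; nearly all actives have a fitted effect of over 30% in size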
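Cytotoxicity counterscreen: after 24 h compound treatment of genome-edited SNCA-luciferase HEK-293 cells, live-cell protease substrate GF-AFC read by fluorescence after 30 min; activity scaled between DMSO (0%) and medium-only (-100%), curves Hill-fitted.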
NIH3T3 tox: kills NIH 3T3 cells; NIH 3T3 viability, CellTiter-Glo ATP luminescence, 48-72 h; Potency, µM (doses to about 96.7 µM), for the others: at the highest dose activity change, negative = cytotoxicity, hits mostly inhibitors; hit rate 4.3% among 94,000; AID 1345082; also: potency is read from the fitted curve at half-maximal effect; nearly all actives have a fitted effect of over 55% in size
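Luminescent ATP readout (CellTiter-Glo, 10 min RT) after 48 or 72 hr compound exposure of NIH 3T3 cells seeded at 400 cells/well in 1536-well format; quantitative HTS.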
GPT2 inh: inhibitors of human GPT2 alanine aminotransferase. Q8TD30. Recombinant GPT2, coupled pyruvate oxidase/HRP Amplex Red fluorescence. Potency, µM (titrated, usually from 57.7 µM), for inactives: at the highest dose activity change, negative = inhibition, hits mostly inhibitors. hit rate 0.25% among 100,000; also: potency is read from the fitted curve at half-maximal effect; nearly all actives have a fitted effect of over 60% in size; many of its hits are not listed in these tables
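Inhibition is scored from Amplex Red fluorescence generated when pyruvate oxidase and HRP act on pyruvate released by GPT2. Reactions contain 10ng/uL enzyme, 250uM a-KG and 2mM L-alanine and run 30 min at room temperature.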
* marks the source's active call; other numbers are inactive results; i = inactive; ? = inconclusive; / = not tested or not shown; [ ] = another dose, or the depositor's remark. Unless noted, calls follow the shape of the dose curve; as a rule, active = well fitted curve in the direction sought with a large enough effect; inconclusive = small, poorly fitted or top-dose-only effect, or another doubt; inactive = no such curve, though single readings can be large; an effect the other way counts as inactive or inconclusive. Unless noted, % is scaled to controls: 0 for no effect and ±100 for the full control effect. Some of the compounds tested, so the mix of outcomes need not match the whole.

SMILES | FLuc inh | SNCA expr inhib | IP6K1 inh | HEK293 tox | SNCA viab count | NIH3T3 tox | GPT2 inh
COc1ccc(N2Cc3c(ncnc3N3CCC(O)CC3)N(C)CC2=O)cc1 | 4% | -9% | 0 | i | 11% | -15% | i
COc1ccc(C2(CNC(=O)C[C@H]3NC(=O)c4ccccc4NC3=O)CCOCC2)cc1 | 1% | -12% | -1 | 18% | 8% | i | i
COC(=O)c1ccccc1NC(=O)NCCc1c(C)nn(C)c1C | / | 31%[activator] | 14 | / | 13% | / | /
Cc1cccc(CNC(=O)C2CCN(S(=O)(=O)c3cccc4nonc34)CC2)c1 | / | 1% | 14 | / | -8% | / | /
CCOC(=O)c1ccc(NC2CCCCC2)c(N)c1 | / | / | -8 | / | -4% | / | 3.5µM*
COc1cccc(CCNC(=O)c2ccc(Cn3c(SCc4ccccc4)nc4cccnc43)cc2)c1 | / | 1% | 7 | / | ? | / | /
CCN(CC)c1nc2c(S(=O)(=O)c3cccc(Cl)c3)nnn2c2ccsc12 | / | 16% | -21 | / | 6% | / | /
CCc1ccc2oc(-c3cccc(NC(=O)c4ccc(-c5cccc([N+](=O)[O-])c5)o4)c3)nc2c1 | / | 156%[activator] | 9 | / | -20% | / | /
Cc1ccc(N2C(=O)N(Cc3cccc(Cl)c3)c3ccccc3S2(=O)=O)cc1 | / | 9% | 5 | / | -2% | / | /
COc1cccc(CNC(=O)Cn2c(SCC(=O)Nc3ccc(C)c(C)c3)nc3ccccc32)c1 | / | -7% | 13 | / | -17% | / | /
COc1ccc(OC)c(CCNC(=O)c2ccc3c(c2)N(Cc2ccccc2)CCS3)c1 | / | -5% | -4 | / | 3% | / | /
CC(C)NC(=O)N[C@H]1CCN(C(=O)c2cnccn2)[C@@H]1C(=O)N[C@@H](Cc1cccs1)C(N)=O | 0% | -15% | 18 | i | 1% | i | -3%
O=c1oc2ccc(Br)cc2cc1-c1csc(-c2ccc(Cl)cc2)n1 | / | ? | 2 | / | 7% | / | /
Cc1ccc(-n2c3nc(=O)[nH]c(=O)c-3cc3c(C)nn(-c4ccccc4)c32)cc1Cl | / | -16% | 23 | / | -6% | / | /
Cc1cc(CNC(=O)c2ccc(S(N)(=O)=O)cc2)c2[nH]c(C)c(C)c2c1 | 11% | 17% | 14 | -1% | 3% | -15% | -24%

An excerpt from above in order of molar mass, ascending.
SMILES | FLuc inh | SNCA expr inhib | IP6K1 inh | HEK293 tox | SNCA viab count | NIH3T3 tox | GPT2 inh
CCOC(=O)c1ccc(NC2CCCCC2)c(N)c1 | / | / | -8 | / | -4% | / | 3.5µM*
COC(=O)c1ccccc1NC(=O)NCCc1c(C)nn(C)c1C | / | 31%[activator] | 14 | / | 13% | / | /
Cc1cc(CNC(=O)c2ccc(S(N)(=O)=O)cc2)c2[nH]c(C)c(C)c2c1 | 11% | 17% | 14 | -1% | 3% | -15% | -24%
Cc1ccc(N2C(=O)N(Cc3cccc(Cl)c3)c3ccccc3S2(=O)=O)cc1 | / | 9% | 5 | / | -2% | / | /
COc1ccc(OC)c(CCNC(=O)c2ccc3c(c2)N(Cc2ccccc2)CCS3)c1 | / | -5% | -4 | / | 3% | / | /

(continued)
SMILES | FLuc inh | SNCA expr inhib | IP6K1 inh | HEK293 tox | SNCA viab count | NIH3T3 tox | GPT2 inh
CNC(=O)CCn1ncc2cc(OCc3ccccc3-c3cccc(O)c3)ccc21 | ? | -8%[87.6 µM] | 5 | 79µM* | -29%[87.6 µM] | ? | i
COc1ccc(CCNC(=O)c2ccc3c(c2)CCN3S(=O)(=O)c2ccc(C)cc2)cc1 | / | 8% | -3 | / | 6% | / | /
CCO[C@H]1CN(C(=O)CCc2ccc(S(=O)(=O)NC)cc2)C[C@@H]1O | 5% | -28% | -5 | 2% | -4% | 2% | 3%[11.5 µM]
COc1ccc(CNC(=O)c2c(C)sc3ccn(CC(C)C)c(=O)c23)cc1OC | 12% | 2% | 13 | ? | -5% | -3% | i
COCCC(=O)N1CCCN(S(C)(=O)=O)c2ccccc21 | 0% | -12% | -5 | i | 4% | 3% | -10%
CCOc1ccc(NC(=O)c2ccc(F)c(S(=O)(=O)N(Cc3ccc(C(=O)OC)cc3)Cc3ccc(OC)c(OC)c3)c2)cc1 | / | -21% | 13 | / | 1% | / | /
COc1ccccc1-c1ccc(CN2CCC(N[S+](=O)([O-])c3c(C)noc3C)C2)cc1 (stereo not given) | / | / | 11 | 45µM* | / | ? | /
O=c1c2oc3ccccc3c2n(Cc2cccc(F)c2)c(=O)n1Cc1ccc2c(c1)OCO2 | / | ? | 26 | / | -14% | / | /
COc1ccc(C(CC(=O)O)NC(=O)c2cc3ccccc3oc2=O)cc1OC (stereo not given) | / | 17% | 3 | / | 6% | / | /
Cc1cccc(N2CCN(S(=O)(=O)c3cc(C(=O)Nc4ccccc4Cl)ccc3F)CC2)c1C | / | -3% | 41 | / | 17% | / | /
COc1ccc(C2Cn3nnc(C(=O)N4CCC(C(=O)Nc5cccc(Cl)c5)CC4)c3CO2)cc1 (stereo not given) | 5% | ? | -3 | -27% | -13% | -6% | i
COc1ccc(C(=O)N2CC(=O)Nc3ccc(C)cc3C2c2ccc(F)cc2)c(OC)c1 (stereo not given) | / | -7% | -14 | / | ? | / | /
CCCCCC(=O)N1CCC[C@H]1C(=O)N[C@@H](Cc1ccc(O)cc1)C(=O)OC | / | / | -5 | / | -1% | / | -11%
Cc1c(C(=O)Nc2ccccc2Br)oc2ccc(S(=O)(=O)N3CCCCCC3)cc12 | / | 7% | -1 | / | 3% | / | /
COc1cccc(C(=O)NCC2(COc3ccccc3)C[C@@H](O)[C@@H](O)C2)c1 (stereo not given in full) | 12%[172 µM] | -8%[87.6 µM] | 0 | -27%[172 µM] | -17%[87.6 µM] | -16%[138 µM] | -4%[88.5 µM]
CCOC(=O)Cc1csc(NC(=O)C2CC(=O)N(c3n[nH]c4ccccc34)C2)n1 (stereo not given) | 1% | -6% | 6 | 5% | 1% | i | -4%
CC(C)c1noc(-c2cn(C3CCCN(C(=O)c4ccccc4)C3)nn2)n1 (stereo not given) | 0% | 2% | 5 | ? | -6% | -23% | i
CC1=C[C@@H](CN2CCOCC2)[C@H](C(C)C)C[C@H]1Cc1nnc(-c2ccncc2)o1 | -4%[172 µM] | 2%[87.6 µM] | 11 | ? | -7%[87.6 µM] | ? | 2%[88.5 µM]
O=C(Cc1cccc(F)c1)N1CCC(c2n[nH]c(=O)n2-c2ccccc2)CC1 | -11% | ? | -21 | -12% | 1% | -27% | i
O=C(NCc1cccc(F)c1)C1Cn2cccc2C(=O)N1Cc1cccnc1 (stereo not given) | 0% | -10% | -6 | -2% | -1% | -8% | 1%
Cc1ccc(C(=O)N2CCC3(CC2)N=C(c2ccccc2)NO3)cc1 | -13% | 20% | -10 | ? | 6% | -7% | i
CCCN(CCC)C(=O)CSc1nnc2cc(C)c3cc(C)cc(C)c3n12 | / | 12% | -6 | / | 5% | / | /
CCOc1ccc(NC(=O)Cn2c(-c3ccc(Cl)cc3)nc(C)c(CCO)c2=O)cc1 | 1% | 6% | -2 | -9% | 2% | i | i
Cc1nccn1-c1ccc(CNC(=O)c2cn(-c3ccccc3)nn2)cc1 | -23% | ? | 13 | ? | -6% | ? | -4%
Nc1ncc(S(=O)(=O)N2CCN(c3ccccc3)CC2)cn1 | / | 12% | -9 | / | 0% | / | /
O=C1CC(c2ccccc2)N(C(=O)CNC(=O)c2n[nH]c3ccccc23)CCCCCN1 (stereo not given) | 25µM* | 70%[activator] | -5 | -6% | 0% | -7% | i
COc1ccc(Cn2cc(C(=O)c3ccc(C)cc3)c(=O)c3cc(OC)c(OC)cc32)cc1 | / | -11% | -12 | / | ? | / | /
O=C(NCc1ccccc1)C1CCN(c2nccc(Nc3ccccc3Cl)n2)CC1 | / | 15% | 5 | ? | 1% | ? | i
O=c1c2ccccc2n2c(-c3ccccc3O)nnc2n1Cc1ccc(F)cc1 | / | 5% | -1 | / | -4% | / | /
COc1ccc(N2CCN(c3nc(C(=O)N4CCC(C)CC4)cs3)CC2)cc1 | ? | 21% | -12 | 40µM* | -19% | 40µM* | -24%
Clc1ccccc1C1(c2ccnc(C3CCCC3)n2)CCNCC1 | -2% | ? | 0 | ? | ? | 32µM* | -4%
CN1CCCC12Cc1ccccc1CN(S(=O)(=O)c1ccccc1)C2 (stereo not given) | / | 3% | 6 | ? | -10% | ? | -2%
COc1ccc(CC2(CO)CCN(c3cc(OC)nc(N)n3)CC2)cc1 | 2% | -4% | 13 | 45µM* | -3% | -28% | -6%
COc1ccc(NC(=O)CN(C)S(=O)(=O)c2ccc3nc(C)sc3c2)cc1Cl | / | 36% | -19 | / | -4% | / | /
COc1cccc(CCNC(=O)c2ccc3nnc(C4CCOCC4)n3c2)c1 | / | / | 3 | 0% | / | -24% | /
COc1ccc(CN(C)C2CCCc3ccccc32)cc1 (stereo not given) | -2%[172 µM] | 16%[87.6 µM] | -9 | ? | 8%[87.6 µM] | ? | 2%[88.5 µM]
COc1ccc(C(=O)N[C@@H]2CN(C(=O)Nc3ccc(OC(F)(F)F)cc3)CCC[C@H]2O)cc1 | 8.9µM* | -5% | 3 | 40µM* | -14% | 45µM* | ?
CCN1CCc2c(sc(-n3cccc3)c2C(C)NC(=O)Nc2ccc(C(=O)OC)cc2)C1 (stereo not given) | / | 10% | 47 | / | 5% | / | /
CCOc1ccc(S(=O)(=O)N2CCN(c3cccc(C(F)(F)F)c3)CC2)cc1OCC | / | -10% | -12 | / | 3% | / | /
COc1ncc(CN2CC[C@@H]3OCC(=O)N(c4ccccc4)[C@H]3CC2)cn1 | 6%[172 µM] | 0%[87.6 µM] | 12 | -1%[172 µM] | -3%[87.6 µM] | ? | -19%[88.5 µM]
CCCNC(=O)O[C@@H]1CC[C@]2(C)[C@H](CC[C@@H](O)[C@H]2CC(=O)N2CCCCC2)[C@]1(C)CO | 8% | 16% | 7 | -10% | -23% | -22% | -16%
O=C1CC(c2ccccc2)N(C(=O)C2CC2)CCCN(C(=O)CCCc2ccccc2)CCN1 (stereo not given) | 2% | -13% | -1 | i | -7% | -14% | i
CCn1c(C(=O)NCc2ccccc2C)cc2oc3ccccc3c21 | / | 38%[activator] | -16 | / | ? | / | /
O=C(c1nccc2ccccc12)N1CCC2(CC1)CC(CO)N(C(=O)c1ccccc1)C2 (stereo not given) | 0% | -4% | -9 | -6% | 8% | -11% | ?
Cc1ccc(CNC(=O)C(=O)NCC(c2cccs2)S(=O)(=O)c2ccc(C)cc2)cc1 (stereo not given) | / | -1% | 4 | / | -28% | / | /
O=C(NCc1nnc2c(-c3nc(C4CC4)no3)cccn12)c1c(F)cccc1Cl | 6% | 31% | 22 | -6% | 1% | -12% | -13%
